Tcruzi prolif: T. cruzi intracellular proliferation inhibitors, primary screen, cell-based, beta-gal Tulahuen parasites, NIH3T3 host, luminescence. T. cruzi beta-gal in NIH3T3, GalScreen luminescence, 90 h. inhibition, % at 8.34 µM. 77,000 tested, 5.9% active. AID 624255, 2012;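 active means mean inhibition above about 93%, with at least 55% of replicates each passing it, limit read from the data, passing the limit was not always enough; inconclusive means only one of those two conditions holds; inactive means neither condition holds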
C diff growth: C. difficile growth inhibitors, primary screen, HTS; AID 1259249, 2017; Clostridium difficile clinical isolate growth, OD600, 24 h; stronger effect = lower value; 86,000 tested, 0.25% active; growth activity, negative = inhibition, % at 16 µg/mL (by protocol);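 active means mean growth activity at or below -80% and every replicate also at or below -80%; inconclusive means mean at or below -80% but some replicate above -80%; inactive means mean growth activity above -80%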;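 further: 0% = DMSO wells and -100% = levofloxacin 16 µg/mL wells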
GASC1 inh: inhibitors of GASC-1 (KDM4C) histone demethylase, primary screen, biochemical, single concentration HTS. Lysine-specific demethylase 4C (Homo sapiens), Q9H3R0. GST-KDM4C 2-372, H3K9me3 peptide, LANCE TR-FRET. inhibition, % at 12.5 µM. 96,000 tested, 0.15% active;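 active means mean replicate inhibition above about 25%, with at least 55% of replicates also reaching it, limit read from the data, passing the limit was not always enough; inconclusive means only one of those two conditions met; inactive means neither condition met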
Target sequence (Q9H3R0 2-372 limits assumed): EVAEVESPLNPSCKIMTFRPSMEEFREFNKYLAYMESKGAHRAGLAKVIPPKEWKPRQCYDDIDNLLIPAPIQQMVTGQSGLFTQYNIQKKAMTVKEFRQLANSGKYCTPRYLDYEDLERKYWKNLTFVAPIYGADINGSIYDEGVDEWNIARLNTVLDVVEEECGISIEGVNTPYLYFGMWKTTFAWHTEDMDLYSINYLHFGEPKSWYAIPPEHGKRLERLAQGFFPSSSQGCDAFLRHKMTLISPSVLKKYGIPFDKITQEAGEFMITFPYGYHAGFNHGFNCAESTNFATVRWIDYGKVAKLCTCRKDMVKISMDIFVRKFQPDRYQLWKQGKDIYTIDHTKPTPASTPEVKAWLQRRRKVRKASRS
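reagent = H3K9me3 peptide substrate, Fe(II), 2-oxoglutarate | system = GST-tagged GASC-1 (JMJD2C) catalytic fragment, aa 2-372 | amount = enzyme final amount 10 nM | read-out = Fall in 671/618 emission ratio as inhibition | medium = HEPES buffer, pH 7.5, plus ascorbate | schedule = 30 min reaction, 60 min detection, RT | measured by = LANCE TR-FRET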
Pf Dd2 inh: P. falciparum Dd2 growth inhibitors, primary screen, SYBR Green fluorescence, single dose replicates | 72 h; stronger effect = lower value | activity change, % at 10 µM | 94,000 tested, 2.3% active | AID 1159554, 2015; in the data active means activity change below about -80%; inconclusive means no clear call, values can overlap the other calls
Numbers without * were called inactive; ? = inconclusive; . = not tested or not shown; & = joins results of further samples. No enrichment for hits (roughly 7.2% active in at least one column).

SMILES	Tcruzi prolif	C diff growth	GASC1 inh	Pf Dd2 inh
O=S(=O)(c1ccc(F)cc1)N1CC[C@@H]2[C@@H](CO)Nc3ccc(C#Cc4cccc(F)c4)cc3[C@@H]21	.	36	-2.9	-10
CN1[C@@H]2Cn3c(ccc(-c4ccc(F)cc4)c3=O)[C@H]1[C@@H](C(=O)NC1CCCC1)[C@@H]2CO	.	0	-0.6	20
CO[C@@H]1CN(C)C(=O)c2cc(NS(=O)(=O)CC(F)(F)F)ccc2OC[C@H](C)N(Cc2nccs2)C[C@H]1C	34	.	1.6	25
CCCN(C)C[C@@H]1OCCCC[C@@H](C)Oc2ccc(NS(=O)(=O)c3ccc(Cl)cc3)cc2C(=O)N([C@@H](C)CO)C[C@@H]1C	87	12	-0.6	-37
CC(C)NC(=O)Nc1ccc2c(c1)C(=O)N([C@@H](C)CO)C[C@H](C)[C@H](CN(C)Cc1ccccc1)OCCCC[C@@H](C)O2	18	4	7.4	-12
N#C[C@H]1[C@@H](c2ccccc2C2=CCCCC2)[C@@H](CO)N1S(=O)(=O)c1cccc(F)c1	.	36	0.4	10
C[C@H](CO)N1C[C@H](C)[C@H](CN(C)S(C)(=O)=O)OCCCC[C@H](C)Oc2ccc(NC(=O)Nc3ccc4c(c3)OCO4)cc2C1=O	-9	-7	2.1	31
C[C@H]1CCCCO[C@@H](CN(C)C(=O)c2ccncc2)[C@@H](C)CN([C@@H](C)CO)C(=O)c2cc(NC(=O)NC3CCCCC3)ccc2O1	62	-3	0.2	-16
Cc1noc(C)c1NC(=O)N(C)C[C@@H]1Oc2c(NS(=O)(=O)c3cccs3)cccc2C(=O)N([C@@H](C)CO)C[C@@H]1C	-2	.	-1.0	24
C[C@H](CO)N1C[C@H](C)[C@H](CN(C)C(=O)Nc2cccc(Cl)c2Cl)OCc2ccccc2-c2ccccc2C1=O	.	0	0.8	-70
COc1ccc(NC(=O)N(C)C[C@H]2Oc3cc(-c4ccc(C)cc4)ccc3S(=O)(=O)N([C@H](C)CO)C[C@@H]2C)cc1	114*	2	-3.4	-80
COc1ccc(NC(=O)N(C)C[C@H]2OCCCC[C@H](C)Oc3ccc(NC(=O)Nc4ccc(F)cc4)cc3C(=O)N([C@H](C)CO)C[C@@H]2C)cc1	11	-3	-2.6	-37
COc1ccccc1-c1cnc2c(c1)C(=O)N([C@@H](C)CO)C[C@H](C)[C@@H](CN(C)C(C)=O)O2	8	-4	6.4	31
CC(C)NC(=O)N1CCCCN2[C@H](C1)[C@H](c1ccc(C#Cc3ccccc3)cc1)[C@@H]2CO	82	4	-0.7	13
CCCN(C)C[C@H]1OCCCC[C@H](C)Oc2ccc(NC(=O)Nc3ccc4c(c3)OCO4)cc2C(=O)N([C@@H](C)CO)C[C@@H]1C	44	1	-0.9	.
O=C(C[C@H]1C=C[C@H](NC(=O)c2ccc3c(c2)OCO3)[C@H](CO)O1)NC1Cc2ccccc2C1	.	6	-0.2	30
COc1cccc(-c2cnc3c(c2)C(=O)N([C@@H](C)CO)C[C@@H](C)[C@H](CN(C)C(=O)CC2CC2)O3)c1	18	0	-2.7	5
COc1ccccc1CNC(=O)C[C@@H]1CC[C@H](NC(=O)CC2CC2)[C@@H](CO)O1	11	-2	1.4	1
Cc1ccccc1-c1ccc([C@@H]2[C@H]3CN(C(=O)c4cccnc4)CCCCN3[C@H]2CO)cc1	49	-4	-0.9	21
O=C(NCc1ccncn1)[C@H]1[C@H](CO)[C@H]2Cn3c(ccc(-c4ccccc4)c3=O)[C@H]2N1CC1CC1	5	-2	9.8	3
COC(=O)C[C@H]1CC[C@@H]2[C@H](COc3ccc(NC(=O)c4cccc(Cl)c4)cc3C(=O)N2C)O1	46	0	-0.4	.
N#Cc1ccc(-c2ccc([C@@H]3[C@H]4CN(C(=O)C5CCCC5)CC(=O)N4[C@H]3CO)cc2)cc1	.	-4	0.1	-23
C[C@@H]1CN([C@H](C)CO)C(=O)Cc2cc(NC(=O)Cc3ccccc3)ccc2O[C@@H]1CN(C)Cc1ccc(C(=O)Nc2ccccc2N)cc1	.	4	0.2	-85*
CCCC(=O)Nc1ccc2c(c1)C(=O)N(C)[C@@H]1CC[C@H](CC(=O)N3CCc4ccccc4C3)O[C@H]1CO2	36	2	1.3	5
COc1ccc(-c2ccc([C@H]3[C@@H](C#N)N[C@@H]3CO)cc2)cc1	6	5	-3.6	-5

Continuation:
SMILES	Tcruzi prolif	C diff growth	GASC1 inh	Pf Dd2 inh
Cc1ccc(S(=O)(=O)N[C@@H]2CC[C@H](CC(=O)NCCN3CCCCC3)O[C@H]2CO)cc1	25	-2	1.3	-1
CCCNC(=O)N[C@@H]1CC[C@@H](CC(=O)NC2CCCCC2)O[C@H]1CO	.	-1	2.2	16
CN(C)C(=O)C[C@@H]1C=C[C@H](NC(=O)c2ccc(F)cc2)[C@H](CO)O1	-34	0	3.9	16
O=C(C[C@H]1CC[C@H]2[C@@H](COC[C@@H](O)CN2C(=O)c2cccnc2)O1)Nc1ccc(-c2ccccc2)cc1	-53	5&-9	-0.8	-32
O=C(Cc1cccnc1)N[C@H]1CC[C@@H](CCNS(=O)(=O)c2ccccc2Cl)O[C@@H]1CO	-7	-1	2.4	-8
O=C(C[C@H]1CC[C@@H]2[C@H](COC[C@H](O)CN2C(=O)C2CC2)O1)NCc1ccncc1	-18	1	0.8	2
CC(C)NC(=O)N(C)C[C@@H]1Oc2ccc(NC(=O)C3CCCCC3)cc2CC(=O)N([C@@H](C)CO)C[C@@H]1C	-6	0	-2.2	8
COc1cccc(-c2cnc3c(c2)C(=O)N([C@H](C)CO)C[C@H](C)[C@H](CN(C)S(=O)(=O)c2cccs2)O3)c1	70	-2	-0.7	-27
C[C@@H]1CN([C@@H](C)CO)C(=O)CCCn2nncc2CO[C@H]1CN(C)S(=O)(=O)c1cn(C)cn1	-13	.	.	-1
O=C(C[C@H]1C=C[C@@H](NC(=O)Nc2ccccc2F)[C@@H](CO)O1)NCc1ccc(Cl)cc1	58	-4	1.1	1
CCCC(=O)Nc1ccc2c(c1)OC[C@H](C)N(CCc1ccccc1)C[C@@H](C)[C@@H](OC)CN(C)C2=O	12	.	-0.1	.
Cc1noc(C)c1S(=O)(=O)Nc1ccc2c(c1)C(=O)N([C@H](C)CO)C[C@H](C)[C@@H](CN(C)C(=O)Nc1ccccc1)OCCCC[C@H](C)O2	20	-3	-1.4	3
C[C@@H]1CN([C@H](C)CO)C(=O)c2cc(NS(=O)(=O)c3ccc(F)cc3)ccc2O[C@@H](C)CCCCO[C@H]1CN(C)S(=O)(=O)c1cccs1	56	-1	4.0	.
O=C(Nc1ccc(F)cc1)N1CC(=O)N2[C@H](CO)[C@@H](c3ccc(Br)cc3)[C@H]2C1	.	-4	0.5	26
O=C(CC1CC1)Nc1ccc2c(c1)[C@@H]1C[C@@H](CC(=O)NC3CCCC3)O[C@@H](CO)[C@@H]1O2	8	.	0.3	3
C[C@@H]1CN([C@@H](C)CO)C(=O)c2cc(-c3ccc(C#N)cc3)cnc2O[C@@H]1CN(C)C(=O)c1ccccc1	35	2	-1.6	9
COc1ccc(-c2cnc3c(c2)C(=O)N([C@@H](C)CO)C[C@H](C)[C@H](CN(C)S(C)(=O)=O)O3)cc1	19	-11	-1.6	-7
O=C(Nc1ccccc1F)N[C@@H]1CC[C@@H](CC(=O)N2CCCCC2)O[C@H]1CO	41	.	-1.1	-1
C[C@@H]1CN([C@@H](C)CO)C(=O)Cc2cc(NC(=O)Nc3ccc(C(F)(F)F)cc3)ccc2O[C@H]1CN(C)C	.	2	-0.1	6
C[C@@H]1CN([C@@H](C)CO)C(=O)c2cc(C#CC3(O)CCCC3)cnc2O[C@@H]1CN(C)Cc1ccccc1	50	0	-1.8	-7
O=C(C[C@H]1C[C@@H]2c3cc(NC(=O)CC4CC4)ccc3O[C@@H]2[C@@H](CO)O1)NCc1cccc(F)c1	19	-4	-0.3	-19
C[C@@H]1CCCCO[C@@H](CN(C)S(=O)(=O)c2ccc(F)cc2)[C@H](C)CN([C@H](C)CO)C(=O)c2cc(NS(C)(=O)=O)ccc2O1	29	-1	0.6	-28
N#C[C@H]1[C@H](c2ccc(C#CC3(O)CCCC3)cc2)[C@H](CO)N1C(=O)C1CCC1	100*	4	1.2	-45
CCCN1C[C@@H](C)[C@@H](OC)CN(C)C(=O)c2cc(NC(=O)Nc3cccc(F)c3)ccc2OC[C@@H]1C	-37	-6	2.3	-44
COc1cccc(C#Cc2ccc3c(c2)O[C@@H](CN(C)C)[C@@H](C)CN([C@@H](C)CO)S3(=O)=O)c1	10	5	0.3	-70

Next part
SMILES	Tcruzi prolif	C diff growth	GASC1 inh	Pf Dd2 inh
CC(C)CC#Cc1cnc2c(c1)C(=O)N([C@H](C)CO)C[C@H](C)[C@H](CN(C)Cc1cncnc1)O2	29	2	-1.2	.
C[C@@H]1CN([C@@H](C)CO)C(=O)c2cc(C#CCN(C)C)cnc2O[C@H]1CN(C)Cc1cccc(C(=O)O)c1	-108	1	12	27
CC(C)NC(=O)Nc1ccc2c(c1)CC(=O)N([C@@H](C)CO)C[C@@H](C)[C@H](CN(C)S(C)(=O)=O)O2	4	-2	-1.5	4
CO[C@@H]1CN(C)C(=O)c2ccc(NC(=O)c3ccc4c(c3)OCO4)cc2OC[C@@H](C)N(CCC(F)(F)F)C[C@@H]1C	10	.	1.8	-44
C[C@@H]1CCCCO[C@@H](CN(C)Cc2ccc(C(F)(F)F)cc2)[C@@H](C)CN([C@H](C)CO)C(=O)c2cc(NC(=O)CCCCCC(=O)Nc3ccccc3N)ccc2O1	.	0	-1.2	-63
O=C(C[C@@H]1C[C@@H]2c3cc(NC(=O)NC4CCCC4)ccc3O[C@@H]2[C@@H](CO)O1)NCc1ccccc1F	10	-1	-0.5	2
O=C(C1CCOCC1)N1C[C@@H]2[C@H](c3ccccc31)[C@H](CO)N2Cc1ccc(Cl)cc1	42	7	-1.0	20
C[C@@H](O)C#Cc1ccc([C@H]2[C@H](CO)N3CCCCN(C(=O)c4cccc(F)c4)C[C@@H]23)cc1	97*	4	-1.0	-21
COCCNC(=O)[C@H]1[C@H](CO)[C@H]2Cn3c(ccc(C4=CCCCC4)c3=O)[C@@H]1N2C(=O)C1CCCC1	.	-3	-0.4	-8
CCS(=O)(=O)N1CCC2(CC1)CN(C(=O)c1ccc(F)cc1)[C@H](CO)c1[nH]c3cc(OC)ccc3c12	.	0	-0.1	-9
Cc1ccc(S(=O)(=O)Nc2ccc3c(c2)C(=O)N([C@H](C)CO)C[C@H](C)[C@H](CN(C)CC2CCCCC2)OCCCC[C@H](C)O3)cc1	?	17	3.9	-58
Cc1ccc(S(=O)(=O)N(C)C[C@@H]2OCCCC[C@H](C)Oc3ccc(NC(=O)c4ccccc4)cc3C(=O)N([C@H](C)CO)C[C@H]2C)cc1	101*	.	-0.7	-81*
COc1ccc(CN(C)C[C@@H]2Oc3ccc(NS(=O)(=O)c4ccc(Cl)cc4)cc3C(=O)N([C@H](C)CO)C[C@@H]2C)cc1	60	6	0.5	-4
CNC[C@@H]1Oc2c(NS(=O)(=O)c3cn(C)cn3)cccc2C(=O)N([C@H](C)CO)C[C@H]1C	8	1	1.7	0
C[C@H]1CN([C@@H](C)CO)C(=O)Cc2cc(NC(=O)CCCCCC(=O)Nc3ccccc3N)ccc2O[C@@H]1CN(C)C(=O)NC1CCCCC1	48	-1	-0.4	-2
C/C=C/c1ccc([C@H]2[C@@H](CO)N3C(=O)CN(C(=O)NC4CCCCC4)C[C@@H]23)cc1	.	-6	0.4	3
CO[C@@H]1CN(C)C(=O)c2ccc(NC(=O)c3ccccn3)cc2OC[C@@H](C)N(C(=O)C2CCCCC2)C[C@H]1C	-76	-3	.	-53
